L3MBTL1 inh: qHTS Assay for the Inhibitors of L3MBTL1; 230,000 compounds, 0.66% hits; Potency, µM (doses to about 57.1 µM), without a hit: at the highest dose activity, negative = inhibition, most hits filed as inhibitors; Lethal(3)malignant brain tumor-like protein 1 (Homo sapiens), Q9Y468; AID 485360, 2010; AlphaScreen L3MBTL1–H3K9me1 peptide binding; active means well fitted inhibition curve with a large enough effect; inconclusive means small, poorly fitted or top-dose-only effect; inactive means no such curve, though single readings can be large or run the other way; further: nearly all actives have a fitted effect of over 60% in size
Target sequence (Q9Y468 whole entry, looked up): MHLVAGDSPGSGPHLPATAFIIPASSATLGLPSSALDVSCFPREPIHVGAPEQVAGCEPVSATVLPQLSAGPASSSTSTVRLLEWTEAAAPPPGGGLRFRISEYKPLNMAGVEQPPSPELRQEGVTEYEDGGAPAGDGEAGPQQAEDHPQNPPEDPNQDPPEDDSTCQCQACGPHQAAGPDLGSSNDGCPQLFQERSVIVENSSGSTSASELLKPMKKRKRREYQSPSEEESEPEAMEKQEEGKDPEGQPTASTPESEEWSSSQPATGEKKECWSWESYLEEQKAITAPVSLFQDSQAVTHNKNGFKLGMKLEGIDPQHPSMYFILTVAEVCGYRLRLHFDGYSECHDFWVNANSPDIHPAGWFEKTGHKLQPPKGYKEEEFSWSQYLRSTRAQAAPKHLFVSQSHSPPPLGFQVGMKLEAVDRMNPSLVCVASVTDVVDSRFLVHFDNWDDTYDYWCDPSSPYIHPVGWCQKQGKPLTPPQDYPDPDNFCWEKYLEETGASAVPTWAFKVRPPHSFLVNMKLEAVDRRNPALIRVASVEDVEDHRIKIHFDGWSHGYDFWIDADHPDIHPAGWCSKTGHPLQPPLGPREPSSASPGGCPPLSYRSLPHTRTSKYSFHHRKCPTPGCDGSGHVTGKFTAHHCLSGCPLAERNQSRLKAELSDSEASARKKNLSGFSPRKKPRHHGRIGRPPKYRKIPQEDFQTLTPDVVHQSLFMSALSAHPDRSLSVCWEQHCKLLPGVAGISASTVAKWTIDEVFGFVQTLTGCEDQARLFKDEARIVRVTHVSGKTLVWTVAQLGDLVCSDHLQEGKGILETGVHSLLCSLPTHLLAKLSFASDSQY
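First, the protein-peptide complex forms for 30 min at room temperature (L3MBTL1 50 nM, biotinylated H3K9me1 peptide 75 nM). Next, compounds are pin-transferred and incubated 30 min. Finally, AlphaScreen beads are added and read after 30 min.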
Starred values were filed as active, the others as inactive; ? = inconclusive; [ ] = dose if it differs, or a comment. On the % scale 0 is the no-effect control and ±100 the full control effect; potency means the concentration at half of the fitted maximal effect. An excerpt, so the mix of outcomes need not match the whole.

SMILES	L3MBTL1 inh
COc1ccc(NC(=O)CC2CC3CCC2C3)cc1S(=O)(=O)N1CCOCC1 (stereo not drawn)	-5%
CCC(=O)c1ccc(OCC(=O)Nc2cccc(S(=O)(=O)N3CCCCCC3)c2)cc1	0%
O=C(Oc1ccc(Cl)c(Cl)c1)C1=CC=CN2CCS(=O)(=O)N=C12	9%
C=CC[C@H](CC(=O)NCCO)C(=O)N[C@H](COC(=O)[C@@H](CC=C)Cc1ccc(F)cc1)C(C)(C)C	2%
COc1ccc(-c2sc3ccc(OC)cc3c2-c2ccc(OC)c(F)c2)cc1	0%
C[C@@H](C(=O)OCC(=O)c1ccccc1)N1C(=O)C2CCCCC2C1=O (stereo partly drawn)	0%
CCCNC(=S)N1CCN(c2nc(-c3cccc(OC)c3)cs2)CC1	-6%
CNC[C@H]1Oc2c(NS(=O)(=O)c3ccc(OC)cc3)cccc2C(=O)N([C@H](C)CO)C[C@H]1C	3%
COc1cc(OC)cc(-c2c(C#Cc3ccsc3)c3cc(-c4ccc5[nH]ccc5c4)ccc3n2C)c1	-5%
CC(SCc1ccccc1)C(=O)Nc1ccccc1Br (stereo not drawn)	135%[activator]
COC(=O)[C@@]12CCCCN1[C@H](c1ccc(-c3ccc(Cl)c(Cl)c3)cc1)[C@H]1C(=O)N(C)C(=O)[C@H]12	3%
CCCCCCSc1cccc(-c2nc3ccccn3c2NCc2ccccc2)c1	-4%
COc1ccc(C(=O)NNC(=O)C2CC=CCC2)cc1 (stereo not drawn)	1%
Cc1ccc(C)c(S(=O)(=O)Nc2ccc(C(=O)NCCCN3CCOCC3)cc2)c1	2%
CCc1ccc(Nc2n[n+](-c3ccccc3)c(-c3ccc(C(=O)O)cc3)s2)cc1	-2%
Cc1ccc(C)c(-c2nnc(NC(=O)c3ccco3)o2)c1	14%
CCOCc1c(C(=O)NCC(c2ccco2)N2CCCC2)oc2ccccc12 (stereo not drawn)	-14%
COc1cc(C(C)=O)ccc1OCC(=O)Nc1ccc(Cl)c(S(=O)(=O)N2CCOCC2)c1	27%
COc1ccc(CCNC(=O)C2CCN(S(=O)(=O)c3ccc(F)cc3)CC2)cc1	7%
CC(=O)NC12CC3CC(C1)CC(C(=O)N(C)CC(=O)Nc1ccc(F)c(F)c1F)(C3)C2	8%
CCOc1cc(C(=S)N2CCOCC2)ccc1OS(=O)(=O)c1ccc(OC)cc1	-9%
COc1ccc(S(=O)(=O)N2CCCCC2)cc1NC(=O)Cc1sc(C)nc1-c1ccc(F)cc1	-2%
COc1ccc(OCCCC(=O)OC(C)C(=O)Nc2ccccc2[N+](=O)[O-])cc1 (stereo not drawn)	-14%
CCCCOc1ccc(Cc2c(O)nc(SC)[nH]c2=O)cc1	-5%[2.29 µM]
COc1ccc(CN(C)C(=O)c2cccc(S(=O)(=O)N3CCc4ccccc43)c2)c(OC)c1	-14%

At a glance, 2 of the compounds above.
SMILES	L3MBTL1 inh
COc1ccc(NC(=O)CC2CC3CCC2C3)cc1S(=O)(=O)N1CCOCC1 (stereo not drawn)	-5%
CCC(=O)c1ccc(OCC(=O)Nc2cccc(S(=O)(=O)N3CCCCCC3)c2)cc1	0%

A different layout for some results above:
| Structure | L3MBTL1 inh |
| --- | --- |
| C[C@@H](C(=O)OCC(=O)c1ccccc1)N1C(=O)C2CCCCC2C1=O (stereo partly drawn) | 0% |
| CCCNC(=S)N1CCN(c2nc(-c3cccc(OC)c3)cs2)CC1 | -6% |
| CNC[C@H]1Oc2c(NS(=O)(=O)c3ccc(OC)cc3)cccc2C(=O)N([C@H](C)CO)C[C@H]1C | 3% |
| COc1cc(OC)cc(-c2c(C#Cc3ccsc3)c3cc(-c4ccc5[nH]ccc5c4)ccc3n2C)c1 | -5% |
| CC(SCc1ccccc1)C(=O)Nc1ccccc1Br (stereo not drawn) | 135%[activator] |
| COC(=O)[C@@]12CCCCN1[C@H](c1ccc(-c3ccc(Cl)c(Cl)c3)cc1)[C@H]1C(=O)N(C)C(=O)[C@H]12 | 3% |

Other records follow:
SMILES	L3MBTL1 inh
COc1cccc(N2CC(C(=O)NCc3n[nH]c(=O)c4ccccc34)CC2=O)c1 (stereo not drawn)	0%
CC(=O)c1ccc(S(=O)(=O)NCCC(=O)NCCc2c[nH]c3ccccc23)cc1	-9%
Cc1ccccc1N1CC(C(=O)N2CCCCCC2)CC1=O (stereo not drawn)	-13%
O=C(COc1ccc2c(-c3ccccc3)cc(=O)oc2c1)NCC1CCC(C(=O)O)CC1 (stereo not drawn)	-8%
COc1ccc(S(=O)(=O)N2CCCCCC2)cc1C(=O)N(C)Cc1cccs1	-2%
CCCCNC(=O)c1onc(CS(=O)(=O)c2ccccn2)c1C(=O)NCCCC	9%
N#CCOC(=O)C1CCN(S(=O)(=O)c2ccc3c(c2)OCCO3)CC1	7%
CC(C)(C)OC(=O)CNC(=O)c1nc[nH]c1C(=O)N1CCc2ccccc2C1	-3%
COc1ccc(-c2sc(Nc3ccccc3)n[n+]2-c2ccc(F)cc2)cc1Br	-3%
CCS(=O)(=O)N1CCC(C(=O)Nc2cc(C)ccc2O)CC1	-7%
Cc1ccc(CNC(=O)c2ccc(Cn3cc(-c4ccc(C)cc4)nc3-c3ccncc3)cc2)cc1	-12%
COc1ccccc1CC(=O)N1CCN(c2cccc(Cl)c2)CC1	-10%
C[C@@]12C(=O)N(Cc3ccc(F)cc3)CC(=O)N1[C@H]1c3cc(Cl)ccc3OC[C@@H]1[C@@H]2c1ccccc1	-5%
COc1ccc(NC(=O)Cn2cc(C(C)=O)c3ccccc32)cc1	-2%[2.29 µM]
O=C(c1ccc2c(=O)n3c(nc2c1)CCC3)N1CCCSC1=Nc1ccccc1	-8%
CN(C)c1ccc(C(=O)NNC(=O)C23CC4CC(CC(C4)C2)C3)cc1	-2%
CCCCNC(=O)COC(=O)C1CCN(S(=O)(=O)c2ccc3c(c2)OCCO3)CC1	3%
Cc1ccc(C)c(S(=O)(=O)N2CCN(C(=O)[C@@H](NC(=O)c3ccc(F)cc3)C(C)C)CC2)c1	2%
CCOc1ccc(NC(=O)CSc2cn[nH]n2)cc1	2%
Cc1c(C(=O)N(Cc2nnc(-c3ccccc3Cl)o2)C2CC2)oc2ccccc12	3%
COc1ccc(CC(=O)N[C@@H]2c3ccccc3CC[C@H]2OCc2ccccc2)cc1	-8%
O=C(c1ccc2noc(-c3ccccc3)c2c1)N1CCN(c2ccccc2)CC1	-20%
Cc1ccc(C(=O)/C=C/NNC(=O)c2ccccc2O)cc1	-6%
CC(=O)Nc1ccc(NC(=O)c2cc(C3CC3)nc3c2cnn3C(C)C)cc1	2%
N[C@@H](CCC(=O)N[C@@H](CSN=O)C(=O)NCC(=O)O)C(=O)O	7%
Remaining list, next part.
SMILES	L3MBTL1 inh
O=C(COC(=O)c1cc(=O)[nH]c(=O)[nH]1)Nc1ccccc1F	3%
Cc1nn(Cc2ccccc2)c(C)c1CNC(=O)CN=C1NS(=O)(=O)c2ccccc21	2%
CC(C)(C)OC(=O)[C@H](CCCCN)NC(=O)c1nc[nH]c1C(=O)NCCCCCN	-3%
C[C@H]1NC(=O)[C@@]2(C)[C@@H](c3ccccc3)[C@H]3COc4ccccc4[C@@H]3N2C1=O	0%
CCCCCOC(=O)C1=C(C)NC(=O)NC1c1ccccc1 (stereo not drawn)	2%
COc1ccc(NC(=O)CSCC(=O)OCc2cccc(OC)c2OC)cc1	3%
FC(F)(F)c1cccc(Nc2nc(N3CCOCC3)nc(N3CCOCC3)n2)c1	-4%
Cc1ccc(Cl)cc1N1CCN(S(=O)(=O)c2ccc3c(c2)NC(=O)C(C)C(=O)N3)CC1 (stereo not drawn)	1%
CC(Oc1ccc(S(=O)(=O)N2CCCC2)cc1[N+](=O)[O-])C(=O)NC1(C#N)CCCCC1 (stereo not drawn)	2%
CC(C)[C@H](NC(=O)c1ccccc1F)C(=O)NC1CCCCC1	10%
COc1ccc(S(=O)(=O)Nc2cc3c4c(c2)CC(=O)N4CCC3)cc1	6%
CCc1nnc(NC(=O)CN2CCN(CC)CC2)s1	1%
CN(C)CCCNC(=O)N1c2ccccc2Sc2ccccc21	-3%
O=C(CCNC(=O)c1ccc(Br)cc1)NCc1ccco1	-6%
O=C(Nc1cc(Cl)ccc1N1CCCC1)C1=COCCO1	0%
O=C(O)C1CCCN1c1nc(-c2ccc(Cl)c(Cl)c2)cc(C(F)(F)F)n1 (stereo not drawn)	5%
[O-][n+]1cccc(C(O)c2ccccc2)c1 (stereo not drawn)	36%[activator]
CCN1C(=O)[C@@H]2[C@@H](c3ccc(-c4ccc(F)cc4)c(OC)c3)N3CCCC[C@@]3(C(=O)OC)[C@@H]2C1=O	-9%
CCc1noc(C)c1C(=O)N(CCCOC)c1c(N)n(Cc2ccccc2)c(=O)[nH]c1=O	3%
COC(=O)c1cc(NS(=O)(=O)c2cccs2)cc(NS(=O)(=O)c2cccs2)c1	1%
CC(OC(=O)COc1ccc(C#N)cc1)C(=O)c1ccccc1 (stereo not drawn)	4%
CC(=O)c1ccc(N2C(=O)CC(N3CCN(S(=O)(=O)c4cc(C)ccc4C)CC3)C2=O)cc1 (stereo not drawn)	0%
C=CCn1c(SCC(=O)Nc2ccc3c(c2)OCCO3)nc2cc(C(=O)O)ccc2c1=O	-3%
COc1ccc(Br)cc1S(=O)(=O)n1c([N+](=O)[O-])cnc1C	3%
CCN(Cc1nc2cc(Cl)ccc2c(=O)[nH]1)C(=O)c1cc2c(s1)CCCCC2	2%
The listing continues:
SMILES	L3MBTL1 inh
CCCN1C2CCCC1CC(NC(=O)c1ccc(OC)cc1)C2 (stereo not drawn)	0%
Cn1ccnc1CC(O)(c1ccccc1)c1ccccc1	-4%
CCOC(=O)CSc1nc2cc(S(=O)(=O)N3CCOCC3)ccc2n1CC	4%
O=C([O-])c1ccccc1-[n+]1c(-c2ccccc2)cc(-c2ccccc2)cc1-c1ccccc1	-3%
COc1ccc(C(=O)OCc2ccc(C)cc2)cc1S(=O)(=O)N1CCOCC1	1%
CCOC(=O)c1cccc(C2=CC(=O)C[C@H](c3ccc(OC)c(OC)c3)C2)c1	-3%
O=C(CSc1nnc(-c2cccnc2)o1)Nc1nccs1	-1%
Cc1ccc(C)c(NC(=O)COC(=O)CC2CC3CCC2C3)c1 (stereo not drawn)	12%
Nc1cccc(Oc2ccc3c(c2)C(=O)NC3=O)c1	2%[2.29 µM]
CC(C)(C)C(=O)Nc1ccccc1C(=O)NCCC(=O)Nc1ccccc1	-1%
Cc1ccc(CNC(=O)c2cc(-c3ccccc3C)nn2CC2CC(c3cccnc3)=NO2)cc1 (stereo not drawn)	30%
COc1cc(OC)c(N(C)S(=O)(=O)c2cccc(C(=O)Nc3nc(C)cs3)c2)cc1Cl	-3%
COC(=O)N1CCc2c(sc(NC(=O)C3=COCCO3)c2C#N)C1	4%
O=[N+]([O-])c1ccc(Cl)cc1N/N=C/c1ccncc1	-5%
O=C(CCCNC(=O)c1ccc(Cl)cc1)Nc1cccc(S(=O)(=O)N2CCCCC2)c1	2%
NS(=O)(=O)c1ccc(CCNCC#Cc2ccccc2)cc1	-3%
Cc1cccc(C)c1NC(=O)CNC(=O)c1ccc2c(c1)NC(=O)CS2	-5%
CCN(C[C@H]1N[C@@](CC)(C(=O)OC)[C@H]2C(=O)N(Cc3ccccc3)C(=O)[C@@H]12)S(=O)(=O)c1ccccc1	?
CCc1noc(C)c1C(=O)OCC(=O)c1ccc(NC(C)=O)cc1F	-1%
CCOc1ccc(NC(=O)COC(=O)Cc2ccsc2)cc1	4%
OCC[C@H]1C[C@H](O)[C@@H](O)[C@@]2(CCc3ccccc3O2)O1	-1%
CC(Sc1nnnn1C)C(=O)Nc1cc(S(=O)(=O)N2CCCCC2)ccc1Cl (stereo not drawn)	2%
Cc1cc(NC(=O)NCc2ccccc2)c(=O)n(Cc2ccccc2F)c1	-2%
Cc1occc1-c1nnc(SCC(=O)NC2CCC(C)CC2)o1 (stereo not drawn)	0%
Cc1nn(CC(=O)c2ccc3c(c2)OCCO3)c(=O)c(C#N)c1C	-4%
(more compounds)
SMILES	L3MBTL1 inh
Cc1c(Cl)cccc1-c1ccc(CNCc2ccccn2)o1	?
Cc1ccc(C(CNS(=O)(=O)c2ccc(C)cc2)N2CCN(C)CC2)cc1 (stereo not drawn)	-8%
COc1ccc(N2CCN(CC(=O)Nc3ccccc3C(=O)NCc3ccccc3)CC2)cc1	?
CCCCCCCN1CCN=C1N(C)C	12%
COc1ccc(Cl)cc1Nc1nc(N)c2ccccc2n1	-4%
Cc1ccc([C@@H]2CC=C(C(=O)O)CN2S(=O)(=O)c2ccc(C)cc2)cc1	5%
Cc1cc(N2CCCC2)ccc1NC(=O)COc1ccc(Cl)cc1	-18%
C[C@H](CO)N1C[C@H](C)[C@@H](CN(C)Cc2ccncc2)Oc2ccc(NC(=O)CCCCCC(=O)Nc3ccccc3N)cc2C1=O	2%
CC(C)(C)c1nc2c(s1)CCc1onc(-c3ccc(Cl)cc3)c1-2	1%
CCOCCOc1cccc(C(=O)NC(C)c2ccc3ccccc3c2)c1 (stereo not drawn)	7%
Clc1ccc(OCCCNCc2ccccc2)c2ccccc12	-2%
COc1ccc(NS(=O)(=O)c2cccc(C(=O)Nc3cccc(C(=O)O)c3)c2)cc1	6%
CCN(Cc1ccncc1)C(=O)Cc1cccs1	-6%
CCCCn1c(N)c(N(CCOC)C(=O)CCCc2cccs2)c(=O)[nH]c1=O	1%
COc1ccc(S(=O)(=O)N2CCOCC2)cc1C(=O)NC1CCCCCC1	0%
CC1(C(=O)OCC(=O)Nc2ccc(S(=O)(=O)N3CCOCC3)cc2)CC1(Cl)Cl (stereo not drawn)	3%

Among those listed so far, these contain a CF3 group:
SMILES	L3MBTL1 inh
FC(F)(F)c1cccc(Nc2nc(N3CCOCC3)nc(N3CCOCC3)n2)c1	-4%
O=C(O)C1CCCN1c1nc(-c2ccc(Cl)c(Cl)c2)cc(C(F)(F)F)n1 (stereo not drawn)	5%

Compound activity as filed in PubChem.
